Bioassay records: PubChem, National Center for Advancing Translational Sciences (NCATS)
Tb PYK inh: blocks Trypanosoma brucei pyruvate kinase | Potency, µM (top dose mostly 76.8 µM), for inactives: at the highest dose activity, negative = inhibition, usual class: inhibitors | 0.12% of 410,000 active | AID 624173 | TbPYK enzyme, Kinase-Glo Plus ATP luminescence, 45 min | Q57TT1; further: potency means the concentration at half of the fitted maximal effect; nearly all actives have a fitted effect of over 50% in size
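Activity of T. brucei pyruvate kinase was followed by Kinase-Glo Plus luminescence after the enzyme reacted 45 min at room temperature with 130 uM ADP (final) and substrate. Test compounds were added before ADP at multiple concentrations.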
HCV inhibitor: HCV inhibition; Huh7.5.1 HCVcc-Cre infection, luciferase reporter, 44 h; Potency, µM (doses to about 41.8 µM), without a hit: top-dose activity change, negative = inhibition, hits mostly inhibitors; 3.4% of 340,000 active; further: potency means the concentration at half of the fitted maximal effect
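Luciferase read-out (15 sec integration) after a 15 min room-temperature substrate step quantifies HCVcc-Cre infection. Cells, 1,000 per well, had compound added 4 h post-plating, then virus at ~0.5 moi, and were cultured 44 h.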
LmPK inh: LmPK (Leishmania mexicana) enzyme inhibition; purified LmPK, Kinase-Glo ATP luminescence, 1 h; Potency, µM (highest dose often 57.5 µM), for inactives: top-dose activity change, negative = inhibition, most hits filed as inhibitors; Q27686; 0.37% of 290,000 active; further: potency means the concentration at half of the fitted maximal effect
Target sequence (Q27686 whole entry, looked up): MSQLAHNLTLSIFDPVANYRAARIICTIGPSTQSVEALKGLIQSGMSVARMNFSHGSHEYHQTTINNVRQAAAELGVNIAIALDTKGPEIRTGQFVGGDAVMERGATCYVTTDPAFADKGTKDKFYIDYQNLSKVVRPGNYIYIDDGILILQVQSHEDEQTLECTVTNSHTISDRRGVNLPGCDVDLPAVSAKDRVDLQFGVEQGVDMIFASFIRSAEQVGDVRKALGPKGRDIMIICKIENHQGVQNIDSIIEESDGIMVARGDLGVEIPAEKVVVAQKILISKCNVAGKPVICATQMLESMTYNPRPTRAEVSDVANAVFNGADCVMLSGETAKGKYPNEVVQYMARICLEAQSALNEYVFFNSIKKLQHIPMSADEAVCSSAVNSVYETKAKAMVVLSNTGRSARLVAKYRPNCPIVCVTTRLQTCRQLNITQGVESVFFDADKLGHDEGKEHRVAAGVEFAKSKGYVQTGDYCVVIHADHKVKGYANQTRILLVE
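ATP generated from ADP (0.1 mM) and PEP (0.5 mM) by 0.1 nM LmPK over 1 h at room temperature (pH 7.2 imidazole buffer) was detected by coupled luciferase luminescence. Values were normalized to uninhibited and no-enzyme wells.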
HCMV inh: human cytomegalovirus inhibition. HFF cells, HCMV-luciferase reporter, 72 h; stronger effect = lower value. activity change, negative = inhibition, % at 57.5 µM. 4.5% of 410,000 active. AID 1259415; in the data active means activity change below about -60%; inconclusive means no clear call, values can overlap the other calls; inactive means above about -39%
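Compounds were evaluated in HFFs infected with an HCMV luciferase reporter virus (MOI 1 PFU/cell). Luciferase in lysates collected 72 h post infection served as the replication measure.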
AMA1-RON2 inh: inhibitors of Plasmodium falciparum AMA1-RON2 interaction; AID 720542; AlphaScreen AMA1-biotinylated RON2 peptide binding; Potency, µM (highest dose often 58.2 µM), without a hit: at the highest dose activity change, negative = inhibition, hits mostly inhibitors; 0.2% of 360,000 active;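 further: potency means the concentration at half of the fitted maximal effect; 0% = vehicle wells and -100% = peptide control; nearly all actives have a fitted effect of over 45% in size; some results filed as inactive show a strong effect at the top dose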
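AMA1 (3D7) with his tag at 25 nM final met compounds first, then biotinylated RON2 peptide at 25 nM; detection used donor plus acceptor beads, 10 µg/mL apiece, read by AlphaScreen after 30 min at room temperature.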
AmpC inh detg: blocks E. coli AmpC beta-lactamase in detergent assay; AmpC hydrolysis of nitrocefin, absorbance 480 nm, 0.01% Triton; Potency, µM (series often up to 114 µM), for the others: at the top dose activity change, negative = inhibition, actives largely listed as inhibitors; 0.041% of 370,000 active;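 further: potency means the concentration at half of the fitted maximal effect; 0% = no-compound wells and -100% = no-enzyme wells; nearly all actives have a fitted effect of over 25% in size; some results filed as inactive show a strong effect at the top dose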
Target sequence (P00811 whole entry, looked up): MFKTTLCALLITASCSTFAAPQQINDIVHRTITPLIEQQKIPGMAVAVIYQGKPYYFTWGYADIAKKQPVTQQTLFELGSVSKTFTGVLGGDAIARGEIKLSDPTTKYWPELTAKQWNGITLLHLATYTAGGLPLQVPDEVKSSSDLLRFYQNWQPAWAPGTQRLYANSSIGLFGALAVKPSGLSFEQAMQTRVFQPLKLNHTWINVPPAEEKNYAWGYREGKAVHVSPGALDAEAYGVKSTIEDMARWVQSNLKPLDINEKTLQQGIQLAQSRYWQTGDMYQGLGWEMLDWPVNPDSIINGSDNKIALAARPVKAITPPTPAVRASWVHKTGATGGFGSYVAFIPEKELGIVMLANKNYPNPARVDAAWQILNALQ
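20 mM phosphate pH 7.0 + 0.01% (detergent screen) or 0.0001% Triton X-100; 5.3 nM AmpC reagent; cpd preinc 15 min RT; nitrocefin (800 uM stock) to start; A480 q20 s × 4 min; Activity was normalised to no-enzyme and no-compound control wells.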
AmpC no deterg: AmpC beta-lactamase inhibition without detergent. 0.52% of 330,000 active. P00811. AID 485341. AmpC nitrocefin hydrolysis, absorbance 480 nm, 0.0001% Triton. Potency, µM (highest dose often 57.1 µM), without a hit: top-dose activity change, negative = inhibition, actives largely listed as inhibitors;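 further: potency means the concentration at half of the fitted maximal effect; plate controls were no compound for no effect and no enzyme for full effect; nearly all actives have a fitted effect of over 20% in size; some results filed as inactive show a strong effect at the top dose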
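20 mM phosphate pH 7.0 + 0.01% (detergent screen) or 0.0001% Triton X-100; 5.3 nM AmpC reagent; cpd preinc 15 min RT; nitrocefin (800 uM stock) to start; A480 q20 s × 4 min; Activity was normalised to no-enzyme and no-compound control wells.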
Starred values were filed as active, the others as inactive; ? = inconclusive; . = not tested or not shown; & = joins results of further samples; [ ] = remark or other dose. Unless noted, the call rests on the fitted dose curve; in most records, active means well fitted curve in the direction sought with a large enough effect; inconclusive means small, poorly fitted or top-dose-only effect, or another doubt; inactive means no such curve, though single readings can be large; an effect the other way counts as inactive or inconclusive. Unless noted, on the % scale 0 is the no-effect control and ±100 the full control effect.

SMILES	AMA1-RON2 inh	AmpC no deterg	HCV inhibitor	HCMV inh	Tb PYK inh	AmpC inh detg	LmPK inh
O=C(Nc1ccc2ncccc2c1)c1ccccc1Br	-9.0%	-26.6%	-19.7%	.	-4.6%	-13.2%	-3.6%
CN(C(=O)c1ccc(NC(=O)Cc2ccc(NC(=O)C3CCCN(C(=O)C4CC4)C3)cc2)cc1)C1CCCC1 (stereo unspecified)	-9.0%	.	-22.2%[8.37 µM]	6.4	0.9%	.	.
O=C(Nc1ccncc1)Nc1ccccn1	11.0%	-2.6%	11.0%	?	3.5%	-10.8%	-4.3%
CCc1ccccc1NC(=O)c1sc2nc3n(c(=O)c2c1C)CCC3	.	.	.	5.6	-3.9%	15.9%	.
CCc1ccc(/C=C2/C(=O)N(C)C(=S)N2CC(=O)OC)s1	-1.3%	1.6%	-24.2%	-26.2	1.0%	6.3%	-1.1%
O=C(CCN1C(=O)c2cccc3cccc(c23)C1=O)Nc1ccon1	8.3%	-0.4%	1.6%	?	-0.9%	1.5%	-5.6%
O=C(Nc1ccc(S(=O)(=O)N2CCOCC2)cc1)c1cc([N+](=O)[O-])ccc1Cl	1.2%	-28.2%	-5.6%	41.5	-3.7%	-0.3%	0.5%
Cc1cc(C)nc(SCCN2CCOCC2)n1	-1.3%	-14.8%	16.7%	-9.8	-1.3%	0.6%	-4.0%
Cc1ccc(CNC(=O)Cn2cc(C(=O)c3ccc(F)cc3)c(=O)c3ccc(C)nc32)cc1	.	.	.	21.3	-0.8%	21.7%	.
COc1ccc(CNC(=O)C(=O)NCCCn2ccnc2)cc1	-19.6%	-1.0%	10.3%	-29.0	1.4%	6.9%	-5.6%
O=[N+]([O-])c1cccnc1N1CCC(c2cc(-c3ccc(Cl)cc3)n[nH]2)CC1	-25.2%	-5.9%	10µM*	11.8	-1.2%	-16.2%	1.6%
Cn1c(=O)c2c(nc(Oc3ccccc3)n2C)n(C)c1=O	0.0%	-3.0%&-2.2%	8.8%	?	-7.6%	5.6%&-4.3%	0.7%&-3.9%
CCCc1ccc(C(O)c2ncc(-c3ccc(OC)cc3)[nH]2)cc1 (stereo unspecified)	10.6%	.	.	4.1	5.6%	.	.
O=C(Nc1cccc(S(=O)(=O)NC2=NCCC2)c1)c1ccc(OC(F)F)cc1	2.4%	-16.2%	?	-4.4	2.2%	-7.7%	.
Cc1nc(C)c(C(=O)NNC(=O)Nc2ccc(Cl)cc2)s1	38.6%[activator]	-19.9%	13.8%	9.2	-3.9%	-6.4%	0.0%
O=C(Nc1ccc2oc(-c3cccnc3)nc2c1)c1cccc(Br)c1	.	.	.	-9.7	-2.4%	1.3%	.
Cc1ccc(OCc2nnc(SCC(=O)Nc3cc(C)on3)n2C)cc1	-8.9%	-19.5%	0.0%	-10.1	6.4%	-4.1%	-3.0%
Nn1c(Cc2ccccc2F)nnc1SCn1nnc2ccccc2c1=O	3.3%	-2.2%	-3.9%	5.4	-6.7%	-19.6%	-2.4%
O=C(NCCS(=O)(=O)N1CCN(c2cccc(Cl)c2)CC1)C(c1ccccc1)c1ccccc1	.	.	.	11.5	0.4%	0.2%	.
COc1ccc(-c2sc3ccccc3c2-c2ccc(OC)cc2F)cc1	4.5%	.	.	-20.8	-4.9%	.	.
Cc1ccc(C(=O)c2ccccc2C(=O)OCC(=O)N2CCCC2)cc1	4.7%	52.8%	-1.3%	-22.5	-2.1%	.	.
Cc1cccc(NC(=O)Cc2csc(COc3cccc(C)c3)n2)c1	.	.	.	21.1	3.7%	-0.8%	.
O=C(NNC(=S)Nc1ccc(Cl)cc1Cl)c1cccnc1	92.5%[activator]	-31.6%	5.6%	-64.2*	1.3%	-18.2%	.
CCOC(=O)N1CCC(N2CCN(S(=O)(=O)c3ccc(Cl)cc3)CC2)CC1	?	110.4%[activator]	-3.9%	-17.5	0.6%	0.5%	-10.7%
CCc1nnc(NC(=O)C2CCCN2S(=O)(=O)c2ccc(C)cc2)s1 (stereo unspecified)	-16.4%	1.5%	3.4%	67.0	1.6%	2.8%	6.8%
O=C(CNC(=O)c1cccs1)N/N=C/c1cccc(Br)c1	1.5%	-40.8%	5.1%	?	-3.6%	1.2%	0.3%
Cc1nn2c(N)c(-c3ccccc3)cnc2c1-c1ccccc1	13.6%	-16.2%	13.6%	53.6	-0.5%	-10.5%	-5.6%
O=C(NCC(=O)N1CCCCCC1)c1ccc(Br)cc1	-1.6%	-15.7%	4.6%	19.9	4.0%	-0.6%	-3.6%
CC1CC1C(=O)OCC(=O)c1c(N)n(C)c(=O)n(C)c1=O (stereo unspecified)	-5.7%	-8.8%[11.4 µM]	0.3%	?	0.7%	?	4.1%
CCOc1ccccc1NC(=O)c1c(NCc2sccc2C)sc2c1CCCCC2	.	.	.	4.0	-24.2%	0.3%	.
COc1ccc(NC(=O)N2CCN(S(C)(=O)=O)CC2)c(OC)c1	-1.2%	-13.3%	-0.8%	-38.9	3.6%	2.5%	-0.8%
CCNC(=S)N1CCC(C(=O)c2ccc(F)cc2)CC1	-1.0%	.	.	10.2	-6.8%	.	.
Cc1nc2c3ccccc3nc(NNC(=O)CCC(=O)N3CCCC(C)C3)n2n1 (stereo unspecified)	49.1%[activator]	-9.2%	0.9%	11.6	-1.7%	3.4%	-0.2%
COc1cc(CCC(=O)Nc2cccc(S(=O)(=O)N(C)C)c2)cc(OC)c1OC	7.5%	-14.4%	?	?	-3.4%	?	-0.6%
O=C(CSc1ncc(-c2ccc(F)cc2)[nH]1)NCc1ccco1	-3.0%	-39.9%	14.5%	55.4	-2.3%	-18.5%	5.7%
C/C(=N/NC(=O)OC(C)(C)C)c1ccco1	10.9%	-4.7%	8.9%	41.9	-9.2%	-6.1%	?
N#CC(C#N)=Cc1ccc(OCC(=O)N2CCOCC2)cc1	-6.0%	-18.3%	18.8%	-21.8	4.1%	-4.2%	0.2%
CCS(=O)(=O)c1ccc(O)c(NC(=O)COc2ccc(OC)cc2)c1	19.9%	-24.7%	-2.8%	9.5	-7.4%	?	1.4%
CC1CCN(S(=O)(=O)c2ccc3c(c2)n(C)c(=O)n3C)CC1	-2.7%	1.3%	13.9%	108.2	3.2%	?	2.9%
COC(=O)C1=C(C)NC(=O)/C1=C\c1cc(C)n(-c2cccc(C)c2)c1C	-3.7%	46.7%	?	-19.0	-14.0%	-3.2%	3.0%
CCN([C@H](CO)CC(C)C)S(=O)(=O)c1ccccc1	10.0%	-7.7%	31.2%[activator]	4.8	-4.3%	.	.
CCN(CC)S(=O)(=O)c1ccc(N2CCOCC2)c(NC(=O)COc2ccccc2C)c1	-3.5%	52.0%	?	?	-1.0%	6.2%	.
Cc1cccc(NC(=O)C2c3ccccc3C(=O)N3CCc4ccccc4C23)n1 (stereo unspecified)	-6.0%	-44.3%	0.9%	-1.7	-10.9%	-10.6%	8.8%
COC(=O)c1c(NC(=O)COc2ccc(Cl)cc2C)sc2c1CCCCC2	.	.	.	-25.3	0.7%	0.7%	.
O=C(Nc1c(C(=O)c2ccc(F)cc2)oc2ccccc12)c1cc(-c2ccccc2)on1	.	.	.	-5.7	2.0%	-5.2%	.
COc1ccc(CN2CCN(C(C)C)C(CCO)C2)cc1Cn1cccn1 (stereo unspecified)	26.4%	0.2%	-7.8%	-15.4	-6.3%	-4.7%	-0.9%
CCOC(=O)CN1C(=O)C(O)=C(C(C)=O)C1c1ccc([N+](=O)[O-])cc1 (stereo unspecified)	-2.4%	-12.7%	20.4%	-6.0	-4.0%	-11.8%	-0.2%
Cc1ccc(NC(=O)CSCC(=O)Nc2ccc(N3CCOCC3)cc2N2CCOCC2)cc1	-8.7%	6.6%	-7.5%	-3.4	0.1%	-15.3%	.
Cc1cc(=O)c2ccccc2s1	-4.2%	-9.4%	24.2%	45.9	7.5%	-8.7%	-2.1%
CC1=C(C(=O)Nc2cccc(C(=O)NC3CCCC(C)C3C)c2)SCCO1 (stereo unspecified)	-22.0%	-0.6%	12.6µM*	0.0	1.5%	-5.9%	-9.2%
O=C(O)C1CCCN1c1ncccc1[N+](=O)[O-] (stereo unspecified)	-3.4%	22.3%	8.6%	9.3	3.4%	2.0%	3.7%
O=C(NCc1ccccc1)c1cccc(NC(=O)C2CCCCC2)c1	-3.4%	.	-17.2%[8.37 µM]	2.9	4.3%	.	.
COc1ccccc1N1CCN(C(=O)CN2C(=O)c3ccccc3C2=O)CC1	-2.1%	18.7%	-2.3%	13.4	2.9%	-0.7%	1.3%
Clc1ncccc1-c1nc2ccccc2n1Cc1ccccc1	2.7%	67.0%[activator]	?	37.2	3.8%	?	2.5%
O=C(CCc1nnc(-c2ccsc2)o1)NCc1ccccc1OC(F)(F)F	-0.9%	23.0%	6.5%	49.9	-2.6%	-0.9%	3.6%
O=C1OC(=O)C2C3CCC(O3)C12 (stereo unspecified)	.	-8.9%	16.7%	.	.	?	.
CCOC(=O)CN(C(=O)CSc1nnc(CNc2ccc(C)cc2C)n1CC)c1ccccc1	-0.2%	113.4%[activator]	-14.9%	36.8	2.4%	-4.7%	5.3%
Cc1cc(NC2CCCCC2)nc(NCc2ccccc2)n1	-2.4%	12.7%	?	-93.0*	-7.8%	-12.0%	12.1%
CC(=O)c1ccc(Oc2ncnc(N)c2[N+](=O)[O-])cc1	-2.0%	-11.8%	6.5%	?	0.1%	-2.5%	0.4%
CN(C)S(=O)(=O)c1ccc(NC(=O)Cn2ccsc2=N)cc1	-3.7%	-25.8%	-4.7%	-20.3	-0.4%	1.2%	5.8%
O=C1NCC(O)=C1C=NC12CC3CC(CC(C3)C1)C2	-4.6%&-6.9%	-24.6%&-12.4%	2.7%&16.4%	14.0&-14.2	1.4%&1.3%	-4.3%&-4.1%	-1.9%&-0.3%
COc1ccc(C2CCCN2CC(O)COc2ccccc2C(C)C)cc1 (stereo unspecified)	-2.7%	87.7%[activator]	?	?	-5.2%	-1.3%	0.3%
